Mtb BioA inh = M. tuberculosis BioA enzyme inhibitors, primary screen, biochemical, plate reader, single point, HTS; 7,8-diaminopelargonic acid synthase BioA (Mycobacterium tuberculosis); purified M. tuberculosis BioA enzyme; inhibition, % at 9.99 µM; actives 0.096% (n = 360,000); AID 602481, 2012; in the data active = inhibition above about 40%
TcdB inh = TcdB glycohydrolase inhibitors, primary screen, biochemical, single point, plate reader; inhibition, % at 9.99 µM; actives 0.24% (n = 350,000); TcdB glycohydrolase enzymatic assay; Toxin B (Clostridioides difficile), P18177; in the data active = inhibition above about 10%
Target sequence (P18177 whole entry, looked up): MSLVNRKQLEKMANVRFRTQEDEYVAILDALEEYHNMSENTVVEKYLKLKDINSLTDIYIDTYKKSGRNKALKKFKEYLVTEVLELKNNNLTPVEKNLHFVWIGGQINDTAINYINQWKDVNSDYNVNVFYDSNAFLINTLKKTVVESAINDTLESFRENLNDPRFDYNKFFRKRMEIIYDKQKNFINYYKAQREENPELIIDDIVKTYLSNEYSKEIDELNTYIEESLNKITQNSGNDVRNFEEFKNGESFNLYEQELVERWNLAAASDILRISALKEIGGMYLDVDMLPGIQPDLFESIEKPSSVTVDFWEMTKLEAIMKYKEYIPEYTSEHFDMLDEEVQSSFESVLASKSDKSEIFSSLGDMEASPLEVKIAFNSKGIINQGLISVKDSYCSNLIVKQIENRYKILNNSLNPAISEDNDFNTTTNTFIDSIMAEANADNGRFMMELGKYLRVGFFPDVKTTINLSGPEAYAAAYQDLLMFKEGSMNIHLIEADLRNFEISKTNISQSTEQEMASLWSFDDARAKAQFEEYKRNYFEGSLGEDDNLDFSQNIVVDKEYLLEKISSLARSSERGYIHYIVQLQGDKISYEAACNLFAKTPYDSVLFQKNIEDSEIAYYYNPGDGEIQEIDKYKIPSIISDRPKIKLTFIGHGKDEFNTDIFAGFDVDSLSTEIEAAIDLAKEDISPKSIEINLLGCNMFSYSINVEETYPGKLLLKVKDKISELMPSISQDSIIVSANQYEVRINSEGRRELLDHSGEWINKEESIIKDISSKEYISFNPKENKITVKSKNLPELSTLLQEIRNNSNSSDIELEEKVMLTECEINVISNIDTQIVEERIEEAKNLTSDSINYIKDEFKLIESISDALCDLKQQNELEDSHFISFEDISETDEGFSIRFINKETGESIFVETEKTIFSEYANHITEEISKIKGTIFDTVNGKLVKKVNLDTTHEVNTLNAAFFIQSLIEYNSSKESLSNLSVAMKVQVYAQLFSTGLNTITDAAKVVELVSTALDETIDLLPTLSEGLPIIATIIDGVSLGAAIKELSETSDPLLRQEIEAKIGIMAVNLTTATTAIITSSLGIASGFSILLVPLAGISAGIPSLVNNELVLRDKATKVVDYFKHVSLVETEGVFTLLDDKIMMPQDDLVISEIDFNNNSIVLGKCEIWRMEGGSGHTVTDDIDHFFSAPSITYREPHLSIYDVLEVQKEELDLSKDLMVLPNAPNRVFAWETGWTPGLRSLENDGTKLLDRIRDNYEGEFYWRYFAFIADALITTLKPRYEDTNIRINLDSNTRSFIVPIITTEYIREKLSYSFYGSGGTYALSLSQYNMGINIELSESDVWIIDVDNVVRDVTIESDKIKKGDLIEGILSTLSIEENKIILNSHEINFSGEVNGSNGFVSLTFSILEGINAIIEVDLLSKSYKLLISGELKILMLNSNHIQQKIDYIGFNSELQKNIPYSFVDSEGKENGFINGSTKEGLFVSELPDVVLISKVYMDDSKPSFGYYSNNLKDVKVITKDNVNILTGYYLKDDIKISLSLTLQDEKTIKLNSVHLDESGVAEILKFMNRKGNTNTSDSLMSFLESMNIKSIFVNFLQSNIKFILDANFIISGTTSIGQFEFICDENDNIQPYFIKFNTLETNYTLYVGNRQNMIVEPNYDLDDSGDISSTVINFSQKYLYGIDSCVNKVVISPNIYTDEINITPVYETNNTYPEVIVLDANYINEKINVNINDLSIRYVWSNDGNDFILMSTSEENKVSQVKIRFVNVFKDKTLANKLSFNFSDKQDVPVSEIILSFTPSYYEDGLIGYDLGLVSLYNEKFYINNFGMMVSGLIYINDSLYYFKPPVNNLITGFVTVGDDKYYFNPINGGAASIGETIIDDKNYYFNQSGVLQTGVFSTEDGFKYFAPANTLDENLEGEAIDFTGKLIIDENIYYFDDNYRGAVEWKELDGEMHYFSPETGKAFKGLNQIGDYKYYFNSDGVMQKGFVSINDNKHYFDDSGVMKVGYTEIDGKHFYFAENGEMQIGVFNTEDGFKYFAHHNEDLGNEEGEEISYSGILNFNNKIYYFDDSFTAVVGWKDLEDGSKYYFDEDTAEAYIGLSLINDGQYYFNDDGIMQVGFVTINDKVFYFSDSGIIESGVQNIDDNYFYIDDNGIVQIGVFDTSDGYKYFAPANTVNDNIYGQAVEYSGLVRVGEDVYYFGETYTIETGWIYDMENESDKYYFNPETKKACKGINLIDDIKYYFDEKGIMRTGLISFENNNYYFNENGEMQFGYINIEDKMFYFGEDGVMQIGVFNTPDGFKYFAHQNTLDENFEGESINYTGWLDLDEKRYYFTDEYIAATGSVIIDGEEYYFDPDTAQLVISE
The depositor's hits bear a star. Not all compounds are listed. The share of hits here may be higher or lower than overall.

The first 6 entries, ahead of the listing:
1. C[C@@H]1CN([C@@H](C)CO)C(=O)c2cc(NC(=O)Cc3ccccc3)ccc2O[C@@H](C)CCCCO[C@H]1CN(C)Cc1ccccc1
2. CO[C@@H]1CN(C)C(=O)c2ccc(NC(=O)Nc3ccccc3)cc2OC[C@@H](C)N(C(=O)Nc2c(C)noc2C)C[C@H]1C
3. O=C(CC(F)(F)F)N1C[C@@H]2[C@H](c3ccccc31)[C@@H](CO)N2Cc1cccnc1
4. COC(=O)[C@@]1(CCC(=O)OC(C)(C)C)N=C(c2ccc(OCCCO)cc2)O[C@H]1c1ccccc1CN=[N+]=[N-]
5. CCCNC(=O)C[C@@H]1CC[C@@H]2[C@H](COC[C@H](O)CN2C(=O)CC)O1
6. C[C@@H]1CCCCO[C@H](CN(C)C(=O)NC2CCCCC2)[C@H](C)CN([C@@H](C)CO)C(=O)c2cc(NC(=O)Nc3ccc(C(F)(F)F)cc3)ccc2O1

Compound,1,2,3,4,5,6
Mtb BioA inh,1.1,-1.3,-1.6,0.5,-0.4,-0.4
TcdB inh,0.5,0.2,-0.4,-5.4,0.3,0.1

Main list, previewed entries included:
1. C[C@@H]1CN([C@@H](C)CO)C(=O)c2cc(NC(=O)Cc3ccccc3)ccc2O[C@@H](C)CCCCO[C@H]1CN(C)Cc1ccccc1
2. CO[C@@H]1CN(C)C(=O)c2ccc(NC(=O)Nc3ccccc3)cc2OC[C@@H](C)N(C(=O)Nc2c(C)noc2C)C[C@H]1C
3. O=C(CC(F)(F)F)N1C[C@@H]2[C@H](c3ccccc31)[C@@H](CO)N2Cc1cccnc1
4. COC(=O)[C@@]1(CCC(=O)OC(C)(C)C)N=C(c2ccc(OCCCO)cc2)O[C@H]1c1ccccc1CN=[N+]=[N-]
5. CCCNC(=O)C[C@@H]1CC[C@@H]2[C@H](COC[C@H](O)CN2C(=O)CC)O1
6. C[C@@H]1CCCCO[C@H](CN(C)C(=O)NC2CCCCC2)[C@H](C)CN([C@@H](C)CO)C(=O)c2cc(NC(=O)Nc3ccc(C(F)(F)F)cc3)ccc2O1

Compound,1,2,3,4,5,6
Mtb BioA inh,1.1,-1.3,-1.6,0.5,-0.4,-0.4
TcdB inh,0.5,0.2,-0.4,-5.4,0.3,0.1

7. COc1ccc(S(=O)(=O)Nc2ccc3c(c2)C(=O)N([C@H](C)CO)C[C@H](C)[C@H](CN(C)C(=O)Nc2ccc(F)cc2)O3)cc1
8. COCC(=O)Nc1ccc2c(c1)C(=O)N(C)C[C@H](OC)[C@H](C)CN(Cc1cncnc1)[C@H](C)CO2
9. COc1ccc(S(=O)(=O)N(C)C[C@@H]2Oc3c(NC(=O)Nc4ccc5c(c4)OCO5)cccc3C(=O)N([C@H](C)CO)C[C@H]2C)cc1
10. Cc1ccc(-c2ccc3c(c2)O[C@H](CN(C)S(C)(=O)=O)[C@@H](C)CN([C@@H](C)CO)S3(=O)=O)cc1
11. COCCNC(=O)C[C@@H]1CC[C@@H](NC(=O)NC2CCCC2)[C@@H](CO)O1
12. CNC[C@@H]1Oc2c(NS(=O)(=O)c3c(C)noc3C)cccc2C(=O)N([C@H](C)CO)C[C@@H]1C

Compound,7,8,9,10,11,12
Mtb BioA inh,-0.1,-1.8,0.7,1.3,-1.5,-3.3
TcdB inh,-1.1,-0.5,0.0,0.3,-0.8,-5.6

13. C[C@H](NC(=O)C[C@@H]1C=C[C@@H](NC(=O)C2CCC2)[C@@H](CO)O1)c1ccccc1
14. C[C@H]1CN([C@@H](C)CO)C(=O)c2cc(NS(=O)(=O)c3ccc(F)cc3)ccc2O[C@H]1CN(C)C(=O)Nc1ccc2c(c1)OCO2
15. COCC(=O)N1CCCCN2[C@H](CO)[C@@H](c3ccc(-c4ccc(C)cc4)cc3)[C@H]2C1
16. C[C@@H]1CN([C@@H](C)CO)C(=O)c2cc(/C=C/c3ccccc3)cnc2O[C@@H]1CN(C)C(=O)c1ccc(F)cc1
17. C[C@@H]1CN([C@H](C)CO)C(=O)c2ccccc2-c2ccccc2CO[C@@H]1CN(C)C(=O)Nc1cccc(F)c1
18. C[C@@H]1CN([C@H](C)CO)C(=O)Cc2cc(NC(=O)c3ccncc3)ccc2O[C@H]1CN(C)S(=O)(=O)c1cn(C)cn1

Compound,13,14,15,16,17,18
Mtb BioA inh,-0.9,0.2,-1.7,0.4,1.3,-1.9
TcdB inh,-0.4,-0.9,-0.1,1.7,-1.1,1.3

19. C[C@@H]1CN([C@H](C)CO)C(=O)c2cccc(NC(=O)c3cnccn3)c2O[C@@H]1CN(C)S(=O)(=O)c1cn(C)cn1
20. COc1ccc(NC(=O)Nc2ccc3c(c2)C(=O)N([C@@H](C)CO)C[C@H](C)[C@@H](CN(C)C(=O)Nc2cccc4ccccc24)O3)cc1
21. CC(C)NC(=O)Nc1ccc2c(c1)CC(=O)N([C@H](C)CO)C[C@H](C)[C@H](CN(C)Cc1ccccc1)O2
22. CN1CCN(C(=O)C[C@H]2CC[C@H]3[C@@H](COC[C@@H](O)CN3C(=O)Nc3ccc(F)cc3)O2)CC1
23. CO[C@H]1CN(C)C(=O)c2cc(NS(=O)(=O)c3ccc(-c4ccccc4)cc3)ccc2OC[C@H](C)NC[C@H]1C
24. CNC[C@@H]1OCCCC[C@H](C)Oc2ccc(NS(=O)(=O)c3cccs3)cc2C(=O)N([C@@H](C)CO)C[C@@H]1C

Compound,19,20,21,22,23,24
Mtb BioA inh,-2.5,9.9,-0.7,-3.2,0.7,0.2
TcdB inh,0.7,-0.4,-0.9,-0.1,1.1,-1.8

25. C[C@@H]1CN([C@H](C)CO)C(=O)c2cccc(NC(=O)NC3CCCCC3)c2O[C@H]1CN(C)Cc1ccccc1
26. Cn1cnc(S(=O)(=O)N2CCCCN3[C@H](C2)[C@@H](c2ccc(C#CC4CCCC4)cc2)[C@@H]3CO)c1
27. COc1ccccc1-c1cn(CC[C@H]2CC[C@H](NC(=O)NC(C)C)[C@@H](CO)O2)nn1
28. C[C@@H]1CN([C@@H](C)CO)C(=O)Cc2cc(NC(=O)NC3CCCCC3)ccc2O[C@@H]1CN(C)Cc1ccc(C(=O)O)cc1
29. COc1ccc(NC(=O)N2CCCCN3[C@@H](CO)[C@@H](c4ccc(-c5ccccc5C)cc4)[C@@H]3C2)cc1
30. C[C@H](CO)N1C[C@H](C)[C@H](CN(C)S(=O)(=O)c2ccc(Cl)cc2)Oc2c(NC(=O)C3CCOCC3)cccc2C1=O

Compound,25,26,27,28,29,30
Mtb BioA inh,2.8,-0.4,2.1,-1.2,0.6,1.0
TcdB inh,0.7,-10,-0.1,-0.3,-0.5,0.4

31. CCCNC(=O)N(C)C[C@@H]1Oc2ncc(-c3ccc(F)cc3)cc2C(=O)N([C@H](C)CO)C[C@@H]1C
32. COc1ccccc1CNC(=O)C[C@@H]1CC[C@@H]2[C@H](COC[C@H](O)CN2C(=O)Nc2ccc(Cl)cc2)O1
33. COc1ccc(NC(=O)N(C)C[C@H]2OCCCC[C@H](C)Oc3ccc(NS(C)(=O)=O)cc3C(=O)N([C@@H](C)CO)C[C@H]2C)cc1
34. CC(C)NC(=O)N(C)C[C@H]1Oc2ccc(NC(=O)C3CCCCC3)cc2CC(=O)N([C@H](C)CO)C[C@H]1C
35. COCC(=O)N1[C@@H]2c3ccc(-c4ccccc4)c(=O)n3C[C@H]1[C@H](CO)[C@H]2C(=O)NCc1ccccn1
36. CCCC#Cc1ccc([C@@H]2[C@@H](CO)N3CCCCN(CCC)C[C@@H]23)cc1

Compound,31,32,33,34,35,36
Mtb BioA inh,2.6,0.8,-0.6,0.5,1.5,4.4
TcdB inh,0.4,2.1,0.8,-1.9,0.0,1.9

37. C[C@H]1CN([C@@H](C)CO)C(=O)c2cc(NC(=O)CCCCCC(=O)Nc3ccccc3N)ccc2O[C@H]1CN(C)Cc1ccncc1
38. Cc1ccc(S(=O)(=O)N(C)C[C@H]2OCCCC[C@H](C)Oc3ccc(NS(C)(=O)=O)cc3C(=O)N([C@@H](C)CO)C[C@H]2C)cc1
39. O=C(Cc1ccncc1)N1CCCCN2[C@H](C1)[C@@H](c1ccc(C#CC3(O)CCCC3)cc1)[C@@H]2CO
40. C[C@H]1CCCCO[C@H](CN(C)S(=O)(=O)c2ccc(Cl)cc2)[C@@H](C)CN([C@@H](C)CO)C(=O)c2cc(NC(=O)c3ccccc3)ccc2O1
41. C[C@H]1CN([C@@H](C)CO)C(=O)Cc2cc(NC(=O)C3CC3)ccc2O[C@@H]1CN(C)C(=O)Nc1ccc(C(F)(F)F)cc1
42. Cc1ccc(S(=O)(=O)N[C@@H]2C=C[C@H](CC(=O)NC3CCCCC3)O[C@@H]2CO)cc1

Compound,37,38,39,40,41,42
Mtb BioA inh,-1.6,-0.2,3.3,2.2,0.3,-0.2
TcdB inh,-1.4,-0.6,0.9,-1.0,0.6,0.5

43. C[C@H](NC(=O)[C@H]1N[C@H]2c3ccc(C4=CCCCC4)c(=O)n3C[C@H]2[C@@H]1CO)c1ccccc1
44. O=C(C[C@H]1C[C@@H]2c3cc(NC(=O)c4ccc5c(c4)OCO5)ccc3O[C@@H]2[C@H](CO)O1)NCCc1ccccc1
45. O=C(NCC(F)(F)F)[C@H]1[C@H](CO)[C@H]2Cn3c(cccc3=O)[C@@H]1N2CC1CC1
46. CCS(=O)(=O)Nc1ccc2c(c1)C(=O)N(C)[C@@H]1CC[C@@H](CC(=O)NCc3ccc(OC)cc3)O[C@@H]1CO2
47. COC(=O)C[C@@H]1CC[C@@H]2[C@H](COc3ccc(NS(=O)(=O)c4ccccc4Cl)cc3C(=O)N2C)O1
48. C[C@@H]1CN([C@@H](C)CO)C(=O)c2cc(NC(=O)NC3CCCCC3)ccc2O[C@@H]1CN(C)C(=O)Nc1ccccc1

Compound,43,44,45,46,47,48
Mtb BioA inh,-1.2,1.0,-0.7,-0.7,-1.5,-0.9
TcdB inh,0.5,-3.0,0.5,0.0,-0.4,-5.0

49. CNC(=O)C1=C[C@H](c2ccc(C(=O)OC)cc2)C[C@H](OCc2ccc(CO)cc2)O1
50. C[C@H](CO)N1C[C@H](C)[C@H](CN(C)C(=O)C2CCOCC2)Oc2ncc(C3=CCCCC3)cc2C1=O
51. O=C(C[C@@H]1CC[C@H](NC(=O)Cc2cccnc2)[C@@H](CO)O1)NCc1ccc2c(c1)OCO2
52. C[C@@H]1CN([C@@H](C)CO)C(=O)c2cc(C3=CCCCC3)cnc2O[C@H]1CN(C)Cc1cccc(F)c1
53. CO[C@H]1CN(C)C(=O)c2cc(NS(C)(=O)=O)ccc2OC[C@H](C)N(C(=O)CN(C)C)C[C@@H]1C
54. COc1ccccc1NC(=O)N1C[C@@H]2[C@H](c3ccccc31)[C@@H](CO)N2C(C)=O

Compound,49,50,51,52,53,54
Mtb BioA inh,4.4,-3.3,-0.5,1.6,-2.8,-0.2
TcdB inh,-2.1,-0.5,1.0,-0.4,-1.4,0.2

Random excerpt: 5 compounds from above.
53. CO[C@H]1CN(C)C(=O)c2cc(NS(C)(=O)=O)ccc2OC[C@H](C)N(C(=O)CN(C)C)C[C@@H]1C
52. C[C@@H]1CN([C@@H](C)CO)C(=O)c2cc(C3=CCCCC3)cnc2O[C@H]1CN(C)Cc1cccc(F)c1
51. O=C(C[C@@H]1CC[C@H](NC(=O)Cc2cccnc2)[C@@H](CO)O1)NCc1ccc2c(c1)OCO2
54. COc1ccccc1NC(=O)N1C[C@@H]2[C@H](c3ccccc31)[C@@H](CO)N2C(C)=O
50. C[C@H](CO)N1C[C@H](C)[C@H](CN(C)C(=O)C2CCOCC2)Oc2ncc(C3=CCCCC3)cc2C1=O

Compound,53,52,51,54,50
Mtb BioA inh,-2.8,1.6,-0.5,-0.2,-3.3
TcdB inh,-1.4,-0.4,1.0,0.2,-0.5

(continued)
55. CCNC(=O)[C@@H]1[C@@H](CO)[C@@H]2Cn3c(ccc(-c4ccc(F)cc4)c3=O)[C@@H]2N1C(=O)Cc1cccnc1
56. Cc1noc(C)c1NC(=O)N(C)C[C@H]1Oc2c(NC(=O)NC(C)C)cccc2C(=O)N([C@@H](C)CO)C[C@@H]1C
57. C[C@@H]1CN([C@H](C)CO)C(=O)c2cc(-c3ccc(F)cc3)cnc2O[C@H]1CN(C)C(=O)Nc1ccccc1F
58. O=C(Cc1ccccc1)N[C@H]1C=C[C@@H](CC(=O)N2CCCCC2)O[C@@H]1CO
59. CC(C)NC(=O)N(C)C[C@H]1OCCCC[C@H](C)Oc2ccc(NS(=O)(=O)c3cn(C)cn3)cc2C(=O)N([C@H](C)CO)C[C@@H]1C
60. CCS(=O)(=O)NCC[C@@H]1CC[C@@H](NC(=O)C2CCCC2)[C@H](CO)O1
61. C/C=C/c1ccc2c(c1)O[C@@H](CN(C)C(=O)Cc1ccccc1)[C@@H](C)CN([C@H](C)CO)S2(=O)=O
62. COCC(=O)Nc1ccc2c(c1)OC[C@@H](C)N(C)C[C@H](C)[C@H](OC)CN(C)C2=O

Compound,55,56,57,58,59,60,61,62
Mtb BioA inh,3.5,-2.9,3.2,-2.1,0.0,-1.2,14,-0.4
TcdB inh,-0.5,1.5,0.1,-0.1,-0.9,-2.0,0.3,0.1

Source: PubChem (Broad Institute)
